# NPYLR7 ag: activates Aedes aegypti NPYLR7 receptor. 270,000 tested, 0.15% active. activation, % at 10 µM. AID 1259423. HEK293T NPYLR7/Galpha15, GCaMP6s calcium fluorescence; in the data active means activation above about 40%;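 further: 0% = vehicle and 100% = reference agonist at the receptor; some compounds past the cut are filed as inactive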
# mcGAS lum: inhibitors of mouse cGAS. Q8C6L5. recombinant cGAS, Kinase-Glo ATP depletion luminescence. inhibition, % at 12.5 µM. 160,000 tested, 0.15% active. AID 1259399;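 further: 0% = negative control wells and 100% = reference inhibitor with no enzyme activity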
# hcGAS inh: blocks human cGAS activity; Q8N884; recombinant h-cGAS, ATP depletion, Kinase-Glo luminescence; inhibition, % at 12.5 µM; 290,000 tested, 0.081% active; AID 1259398;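 further: 0% = vehicle reaction and 100% = reaction without DNA for no activity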
# Target sequence (Q8N884 whole entry, looked up): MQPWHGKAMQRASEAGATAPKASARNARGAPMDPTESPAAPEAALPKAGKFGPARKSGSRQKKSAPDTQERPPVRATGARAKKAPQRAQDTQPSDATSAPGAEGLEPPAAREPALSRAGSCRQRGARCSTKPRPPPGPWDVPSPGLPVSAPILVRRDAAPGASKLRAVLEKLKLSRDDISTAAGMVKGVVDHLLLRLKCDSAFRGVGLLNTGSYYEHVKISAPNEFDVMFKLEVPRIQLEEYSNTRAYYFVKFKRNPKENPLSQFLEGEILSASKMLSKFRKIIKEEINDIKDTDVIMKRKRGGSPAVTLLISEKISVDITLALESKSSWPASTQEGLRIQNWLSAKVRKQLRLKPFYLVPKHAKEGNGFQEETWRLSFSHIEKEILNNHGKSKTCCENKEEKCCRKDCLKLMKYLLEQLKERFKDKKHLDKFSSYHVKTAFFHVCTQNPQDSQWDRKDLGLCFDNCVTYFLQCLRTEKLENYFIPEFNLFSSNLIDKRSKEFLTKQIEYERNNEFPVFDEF
# * hit, by the source's call; . = not tested or not shown. Unless noted, no stated cut-off is given here; in the data, active means inhibition above about 40%; inactive means the rest.
No.	Molecule	NPYLR7 ag	hcGAS inh	mcGAS lum
1	Cc1cc(CN(C)C(C)c2ccccn2)c(C)n1-n1cnnc1 (stereo not given)	10	-8	.
2	CCc1nnc(C2CCN(C(C)=O)CC2)s1	-2	0	-2
3	CC(=O)N1CCN(S(=O)(=O)c2cc(Br)ccc2Br)CC1	3	-4	-5
4	CC(C)c1csc(CN2CCCC(CCC(=O)NCc3ccc(F)c(F)c3)C2)n1 (stereo not given)	2	-2	.
5	O=[N+]([O-])c1cc(S(=O)(=O)N2CCOCC2)ccc1Sc1nnc2ccccn12	-1	2	3
6	CCCn1c(=O)c2c(nc3n2CC(C)CN3c2ccc(Cl)cc2)n(C)c1=O (stereo not given)	1	-6	-5
7	Cc1nc2n(n1)C(=O)C(C(c1cccc(F)c1)N1CCC3(CC1)OCCO3)S2 (stereo not given)	3	-8	.
8	CCOc1ccc2c(c1)CN(C(=O)c1n[nH]c(C3CC3)c1Br)CC2	8	-6	.
9	COc1ccc(OC)c(NC(=O)C2(C)CCN2Cc2csc3ccccc23)c1 (stereo not given)	-3	-2	.
10	CCc1cc(=O)n(CC(=O)NCc2ccccc2)c(-n2nc(C)cc2C)n1	-1	-6	-8
11	C=CCOCC(O)CN(Cc1cccc(OC)c1)CC1CCCO1 (stereo not given)	22	-10	-5
12	Cc1nc(-c2ccc(C(F)(F)F)cc2)nc(N2CCN(C(=O)NC3CCCCC3)CC2)c1C(C)C	3	-7	-7

# In a second layout: results already given.
# Each structure is followed by: NPYLR7 ag | hcGAS inh | mcGAS lum
6) CCCn1c(=O)c2c(nc3n2CC(C)CN3c2ccc(Cl)cc2)n(C)c1=O (stereo not given)
  1 | -6 | -5
7) Cc1nc2n(n1)C(=O)C(C(c1cccc(F)c1)N1CCC3(CC1)OCCO3)S2 (stereo not given)
  3 | -8 | .
8) CCOc1ccc2c(c1)CN(C(=O)c1n[nH]c(C3CC3)c1Br)CC2
  8 | -6 | .
9) COc1ccc(OC)c(NC(=O)C2(C)CCN2Cc2csc3ccccc23)c1 (stereo not given)
  -3 | -2 | .

# Next section.
No.	Molecule	NPYLR7 ag	hcGAS inh	mcGAS lum
13	COc1cccc(-c2nn(-c3ccccc3)cc2CNCCc2ccco2)c1	17	-4	-10
14	CC(C)C(NC(=O)C1=Cc2ccccc2OC1)c1cccs1 (stereo not given)	1	-4	.
15	COCCN(CC(=O)N(Cc1ccccc1)Cc1ccco1)C(=O)Nc1c(C(C)C)cccc1C(C)C	-2	-15	-6
16	O=S(=O)(CCN1CCc2ccccc2C1)Oc1ccc(Br)cc1	1	-7	.
17	COc1ccccc1C1NC(=O)NC2=C1C(=O)N(CCC(C)C)C2 (stereo not given)	4	-13	.
18	O=c1sc(N2CCN(c3ccc(F)cc3)CC2)nc2ccsc12	-2	-1	.
19	COc1cc(N/N=C(/C)c2cccc(C(F)(F)F)c2)nc(SC)n1	4	0	.
20	CCN(CC)C1=CC2=CC(=C(C#N)C#N)CCC2CC1 (stereo not given)	615*	0	-2
21	CCNC(=O)NC1CCN(c2ccccc2C(=O)N2CCc3ccccc3C2)CC1	21	-6	-5
22	CC(C)(C)c1ccc(CSc2nnc(N)s2)cc1	6	-2	.
23	CCn1cc(C(=O)O)c2nn(-c3ccccc3)c(=O)c-2c1	-7	2	.
24	Cc1cccc(CN2CCN(Cc3sc(N(C)C)nc3Cl)CC2)c1	1	-7	.
25	CC(C)Cc1cc(-c2nn3c(C(F)(F)F)nnc3s2)n[nH]1	-9	-6	.
26	COc1ccc(-c2nnc(SCc3cccc(C#N)c3)n2C2CCCCC2)cc1OC	5	-3	-3
27	Cc1ccccc1C(=O)NC(C)CN1CCCC(C)C1 (stereo not given)	-2	-18	-7
28	O=C(Cn1nc(-c2ccccc2)c2sc(N3CCCCC3)nc2c1=O)NCCc1ccccc1	-3	-11	-9
29	CCc1nc2ccc(C(=O)NCCCN(C)C)cn2c1N(CC)CCOC	-2	-7	-6
30	COc1ccccc1-n1c(Cc2ccccc2)nnc1SCc1cccc(C(F)(F)F)c1	-1	-7	-9
31	CCCc1c(C)nn(-c2ccc(C(=O)NCCNc3cccc4ccccc34)cc2)c1C	-4	-9	-3
32	O=C(C1CCCO1)N1CCN(Cc2ccc(-c3noc(-c4ccccc4)n3)cc2)CC1 (stereo not given)	4	-8	-8
33	CC(C)NCC(O)COc1cc(=O)oc2ccccc12 (stereo not given)	6	-3	.
34	O=C(C1COC2(CCCCC2)N1C(=O)c1ccc(Cl)cc1)N1CCCC1 (stereo not given)	-3	-8	-7
35	CCC(C)(C)NC(=O)c1cc([N+](=O)[O-])ccc1Cl	-1	-2	3
36	Cc1ccc(C2(CCN)CCOC(C(C)C)C2)cc1 (stereo not given)	-1	-8	.
37	CCN1C(=O)N(Cc2cccc(OC)c2)C(=O)C12CCN(Cc1cnn(C)c1C)CC2	6	-2	-14
38	Cc1nccn1-c1ccc(CNS(C)(=O)=O)cc1	-18	1	.
39	COc1ccc(N2C(=O)CN(C(=O)c3ccc(F)cc3F)CC23CCCC3)cc1	13	-6	-10
40	CN(NC(=O)c1cccnc1Nc1cccc(C(F)(F)F)c1)c1ccccc1	-16	-3	-4
41	CC1(C(=O)Nc2ccc(Cl)c(Cl)c2)CCN1C(=O)C/C=C/c1ccccc1 (stereo not given)	-2	17	1
42	CCn1c(C)cc(C(=O)NC(C)C)c1C	2	0	.
43	CCOC(=O)c1ccc(NC(=O)N(CCOC)CC(=O)N(CCc2c[nH]c3ccccc23)Cc2ccc(OC)c(OC)c2)cc1	-5	-14	-5
44	O=C(NCC1(Cn2cccn2)CC1)C1CCCN(Cc2ccco2)C1 (stereo not given)	-2	-2	.
45	CSc1ccc(C=NN2CCN(C)CC2)cc1	-1	-14	.
46	CCCN(CC(=O)Nc1cc(-c2ccccc2)nn1-c1ccc(F)cc1)C(=O)Nc1ccccc1C(F)(F)F	0	-5	-3
47	O=C(Cc1ccccc1)Nc1cccc(-c2ccc3nncn3n2)c1	-11	-2	-6
48	CC(CC(N)=O)NCCc1ccccc1F (stereo not given)	-2	-13	.
49	COCCN(Cc1ccc(OS(=O)(=O)c2cccc(C(F)(F)F)c2)cc1)C(=O)Nc1ccc(F)c(Cl)c1	-7	1	0
50	C#CCn1c(=NC(=O)c2cccc(S(C)(=O)=O)c2)sc2ccccc21	3	-11	.
51	COCCN1CCC(C(=O)N2CCN(C)C3(CCN(C)CC3)C2)C1 (stereo not given)	1	-6	-8
52	CC(C)CCSc1nc(N2CCOCC2)c2c(c1C#N)CC(C)(C)OC2	5	-3	.
53	COc1cccc(-c2cn[nH]c2C2CCN(C(=O)c3ccc(O)cn3)CC2)c1	12	-4	.
54	CC1Oc2ccccc2N(CC(=O)Nc2nnc(C(C)C)s2)C1=O (stereo not given)	6	-15	.
55	C=CCc1cc(C)cc(C)c1OCCN1CCN(C)CC1	-9	-6	.
56	COCC1(C(=O)N2CCC(c3ccccc3C(=O)O)C2)CCC1 (stereo not given)	6	-5	.
57	Cc1cn2c3c(=O)n(Cc4ccc(Br)cc4)c(=O)n(C)c3nc2n1C	2	-7	.
58	COc1c(C)cnc(CNC(=O)c2csc3c2CCCC3)c1C	-4	-3	.
59	O=C(OC1(CC2=CCCCC2)CC1)c1cc([N+](=O)[O-])cc([N+](=O)[O-])c1	-4	-1	.
60	c1ccc(C(CCn2ccnc2)NC2CCCCCC2)cc1 (stereo not given)	17	-6	-12
61	Cc1ccc(S(=O)(=O)N(CCN2CCOCC2)Cc2c(-c3ccccc3)noc2N(C)C(C)C)cc1	12	-2	-4
62	COc1cc(CC(=O)N2CCC3(CC2)OCc2cc(-c4ccccc4)ccc2O3)cc(OC)c1OC	-28	-1	-3
63	COc1cccc(C(=O)NC(=NCCN2CCOCC2)OC(C)C)c1	9	-7	-4
64	CCOC(=O)c1cc(-c2ccc(N3CCN(C(=O)c4ccccc4OC)CC3)cc2)n(-c2ccccc2Cl)n1	12	-4	-5
65	Clc1ccc2nc3c(c(Cl)c2c1)CCCC3	1	3	.
66	O=C1CCCN1CCC1CCN(Cc2cc(F)ccc2O)CC1	0	5	.
67	Cc1cc2oc3c(c(=O)c2cc1Cl)C(c1cccnc1)N(c1nc(C)c(C)s1)C3=O (stereo not given)	7	-4	.
68	O=C(c1ccc(F)cc1)N(CC(=O)N1CCc2sccc2C1COc1ccccc1F)C1CC1 (stereo not given)	-3	-3	-5
69	O=C(O)c1ccccc1N=Cc1nc(-c2ccccc2Br)oc1O	-3	-7	.
70	CCN(Cn1nc(-c2ccc(F)cc2)n(-c2ccc(F)cc2)c1=S)C1CCS(=O)(=O)C1 (stereo not given)	1	-8	.
71	COCCNc1nc2cc(-c3ccccc3C)sc2c(=O)n1C	2	-12	.
72	COc1ccc(CCC2(C)NC(=O)N(CC(O)COc3cccc(Br)c3)C2=O)cc1 (stereo not given)	3	-6	-7

# More results follow:
No.	Molecule	NPYLR7 ag	hcGAS inh	mcGAS lum
73	Cc1ccc(C(=O)N2C(C(=O)NCc3ccccn3)COC23CCN(C(=O)c2cccc([N+](=O)[O-])c2)CC3)cc1 (stereo not given)	19	-7	-10
74	Cc1cccc(NC(=O)c2cc(-c3ccccc3Cl)nc3ccccc23)c1	-5	-3	-7
75	CNC(=S)NCCc1cc2ccc(C)cc2[nH]c1=O	5	-5	.
76	CCOCCCNC(=O)c1cc(NC(=O)Nc2ccc(F)c(F)c2)ccc1N1CCCCC1	-4	5	-1
77	COc1ccc(OC)c(S(=O)(=O)NC(=O)C2(C)CCN2C(=O)c2ccc(C3CCCCC3)cc2)c1 (stereo not given)	3	-10	.
78	CC(=O)c1cccc2c1OC(F)(F)C(=O)N2Cc1ccc(Cl)cc1	7	-2	.
79	COc1cccc(COC(CN2CCN(C(=O)c3ccc(OC)cc3OC)CC2)c2ccc(Cl)cc2)c1 (stereo not given)	.	-3	2
80	O=C(NC1CCCC1)c1csc(Nc2ccc(OC(F)F)cc2)n1	10	-4	.
81	c1ccc(-c2nn(-c3ccccc3)c3c2C(c2ccncc2)Nc2ccccc2N3)cc1 (stereo not given)	7	-6	.
82	COC(=O)Cn1c(=NC(=O)c2ccnn2C)sc2cc3c(cc21)OCO3	.	-8	-5
83	c1ccc(-c2cc(N(Cc3ccccn3)Cc3ccccn3)n3ncnc3n2)cc1	.	-11	-9
84	CC(=O)Oc1c(-c2ccc(NC(=O)C3CC3)cc2)c(C2CC2)nn1-c1ccccc1C	17	-2	0
85	COC(=O)c1cc(Cl)c2c(c1)CC(CNC(=O)c1c(-c3ccccc3)noc1C)O2 (stereo not given)	.	-6	-6
86	CCOC(=O)C1=C(Cn2nnc(-c3cccc(C(F)(F)F)c3)n2)NC(=O)NC1C (stereo not given)	4	-5	.
87	CN(CC(=O)NC1CCCCC1)Cc1ccc(Cl)cc1	-7	1	.
88	CC(NC(=O)c1nn(C)c(=O)c2ccccc12)c1ccc(Cl)cc1 (stereo not given)	0	-16	.
89	O=C(Nc1cccc(-c2ccc(F)cc2)c1)C1CCCN(C(=O)c2ccoc2)C1 (stereo not given)	4	2	.
90	Cc1cc(C)n(CC(C)NCc2cnc(-c3ccccc3C)s2)n1 (stereo not given)	-4	-5	.
91	Clc1cccc2c(CN3CCOCC3)csc12	8	-2	.
92	CC(C)CC(C#N)OC(=O)c1ccc(Br)cc1 (stereo not given)	-3	0	.
93	O=C(CN1CCc2onc(-c3ccc(F)c(F)c3)c2C1)NCc1ccco1	22	1	-8
94	Cc1cc(C)c2c(NCSCc3ccccc3)c(C#N)sc2n1	0	-7	.
95	CSc1ccccc1C(=O)NCc1c(C)ncc2c1CCN(C(=O)c1ccc(OC(C)C)cc1)C2	17	-9	-9
96	COc1ccc(-n2ncc3c2CC(C)(C)CC3NC(=O)c2c(C)cc(=O)oc2C)cc1 (stereo not given)	-9	7	-1

# Random excerpt: three compounds from above.
No.	Molecule	NPYLR7 ag	hcGAS inh	mcGAS lum
90	Cc1cc(C)n(CC(C)NCc2cnc(-c3ccccc3C)s2)n1 (stereo not given)	-4	-5	.
94	Cc1cc(C)c2c(NCSCc3ccccc3)c(C#N)sc2n1	0	-7	.
85	COC(=O)c1cc(Cl)c2c(c1)CC(CNC(=O)c1c(-c3ccccc3)noc1C)O2 (stereo not given)	.	-6	-6

# Back to the main list, starting two compounds before the break.
No.	Molecule	NPYLR7 ag	hcGAS inh	mcGAS lum
95	CSc1ccccc1C(=O)NCc1c(C)ncc2c1CCN(C(=O)c1ccc(OC(C)C)cc1)C2	17	-9	-9
96	COc1ccc(-n2ncc3c2CC(C)(C)CC3NC(=O)c2c(C)cc(=O)oc2C)cc1 (stereo not given)	-9	7	-1
97	CN(CCc1ccccc1)Cc1cc(C(=O)N2CC[C@H](O)C2)no1	34	-4	.
98	COC1=C(OC)C(=O)c2ccccc2C1=O	-6	-1	12
99	CNC(=O)Cn1c(-c2nnc(C)o2)cc2ccccc21	-10	-3	-7
100	O=C(Nc1ccc(SCCN2CCCCCC2)nn1)C1CC1	2	1	.
101	O=C(Oc1c(Cl)ccc2ccccc12)N1CCOCC1	-5	0	.
102	CC1=C(C(=O)OCc2ccccc2)C(c2ccc(N(C)C)cc2)C2=C(CCCC2=O)N1 (stereo not given)	-2	2	0
103	Cc1nsc(N2CCSC(C)C2C)n1 (stereo not given)	19	-8	.
104	CC1CC1c1ccc(CN(c2cc(Cl)nc(N)n2)C2CC2)o1 (stereo not given)	2	-1	.
105	O=C(OCCOc1ccccc1)C(C(F)(F)F)C(F)(F)F	9	3	.
106	CCN(CC1CCOCC1)C(=O)c1cc(-c2ccccc2Cl)oc1C	12	-6	.
107	Cc1[nH]n(-c2ccccc2)c(=O)c1C(=O)c1ccc(S(=O)(=O)N2CCCC2)cc1	11	-6	.
108	CCN(Cc1cccc(N)c1)C(=O)C(F)(F)F	-8	0	.
109	O=C(C(=O)N1CCN(Cc2cc(=O)c(OCc3ccccc3Cl)co2)CC1)c1c[nH]c2ccccc12	26	-13	-6
110	C=CC[C@@H]1CC=C[C@@H](C)N1C(=O)CCN1CCCO1	8	0	.
